D1 PAM = potentiators of human D1 dopamine receptor. P21728. HEK293 TREx D1 cells, calcium flux, dopamine EC20 potentiation. potentiation, % at 10 µM. hit rate 0.036% among 360,000; in the data active = potentiation above about 30%; note: 0% is about no effect
Target sequence (P21728 whole entry, looked up): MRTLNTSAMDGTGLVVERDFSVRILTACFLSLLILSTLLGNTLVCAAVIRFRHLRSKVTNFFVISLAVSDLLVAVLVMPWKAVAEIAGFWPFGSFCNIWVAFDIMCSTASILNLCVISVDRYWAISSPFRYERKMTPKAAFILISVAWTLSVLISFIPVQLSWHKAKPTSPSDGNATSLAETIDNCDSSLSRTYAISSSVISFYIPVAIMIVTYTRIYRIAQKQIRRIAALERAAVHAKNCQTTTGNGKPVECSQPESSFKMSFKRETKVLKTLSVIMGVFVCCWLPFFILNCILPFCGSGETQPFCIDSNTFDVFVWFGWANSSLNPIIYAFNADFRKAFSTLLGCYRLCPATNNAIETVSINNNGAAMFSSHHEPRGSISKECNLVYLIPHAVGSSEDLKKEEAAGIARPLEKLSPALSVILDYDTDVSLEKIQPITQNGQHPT
D2 PAM = positive allosteric modulators of human D2 dopamine receptor. hit rate 0.34% among 340,000. P14416. potentiation, % at 10 µM. HEK293 T-REx D2, calcium flux, EC20 dopamine potentiation. AID 485347;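 active = potentiation over 3 SD above the plate norm, cut at about 30% in these data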; note: 0% is about no effect
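Using a no-wash calcium dye in inducible, force-coupled HEK293 Trex cells expressing D2, we tracked fluorescence each second for 180 s after compound, then for 180 s after EC20 dopamine to detect augmented signalling.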
D1 agonist = activates the human D1 dopamine receptor | AID 504660 | hit rate 1% among 360,000 | P21728 | activation, % at 2 µM | HEK293 T-REx D1 cells, calcium flux, agonist mode; note: 0% is about no effect
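Tetracycline-induced HEK293 TREx D1 cells, force-coupled to calcium signalling, were dye-loaded with a no-wash calcium kit. Compound was pin-added after a 10 s baseline. Fluorescence was read kinetically at 1 cycle/s for 180 s, with calcium rises flagged as agonism.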
D1 antag = antagonists of human D1 dopamine receptor. P21728. AID 504652. activity change, negative = inhibition, % at 10 µM. HEK293 TREx D1 cells, calcium flux, dopamine EC80; stronger effect = lower value. hit rate 3.2% among 360,000; in the data active = activity change below about -30%; note: % is set by controls: 0 for no effect and ±100 for the full control effect
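Kinetic fluorescence of a calcium dye serves as the read-out. D1-expressing Hek293 Trex cells, induced overnight at 30 C, are exposed to compound for 180 s before an EC80 dopamine addition, then read 180 s further.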
D2 antag = D2 dopamine receptor (human) antagonism; HEK293 TREx D2 cells, calcium flux, dopamine EC80; inhibition, % at 10 µM; hit rate 2% among 340,000; AID 485344; in the data active = inhibition above about 30%; note: 0% is about no effect
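Measurement of antagonist activity uses fluorescent calcium dye in inducible HEK293 T-REx D2 cells: 10 s baseline, compound addition with 180 s read, EC80 dopamine addition with a further 180 s read.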
TRHR ag = agonists of human TRH receptor; P34981; TRHR cells, calcium flux fluo-8, FDSS agonist mode; activation, % at 2 µM; hit rate 0.18% among 360,000; AID 493084; note: 0% is about no effect
Target sequence (P34981 whole entry, looked up): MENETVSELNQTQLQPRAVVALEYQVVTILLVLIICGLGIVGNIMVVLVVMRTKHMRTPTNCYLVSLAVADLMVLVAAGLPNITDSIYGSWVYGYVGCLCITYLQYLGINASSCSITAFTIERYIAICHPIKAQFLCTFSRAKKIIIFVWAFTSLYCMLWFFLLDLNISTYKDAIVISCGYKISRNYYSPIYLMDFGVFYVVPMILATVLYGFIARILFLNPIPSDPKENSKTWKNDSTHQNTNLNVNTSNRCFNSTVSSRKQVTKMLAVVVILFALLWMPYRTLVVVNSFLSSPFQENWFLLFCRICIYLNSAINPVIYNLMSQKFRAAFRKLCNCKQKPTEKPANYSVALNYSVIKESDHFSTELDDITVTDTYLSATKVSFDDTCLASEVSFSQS
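Agonist-mode FDSS calcium read (Ex 480/Em 530, 1 s cycles) in 1536-well TRHR cells with fluo-8 dye, after 10-cycle baseline and 23 nL compound addition; TRH at EC20 (10 nM final) added afterwards for the enhancer phase.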
RXFP1 antagonist = RXFP1 (human) relaxin receptor antagonism. HEK293-RXFP1, relaxin-stimulated cAMP HTRF, 30 min; stronger effect = lower value. activity change, negative = inhibition, % at 57.5 µM. hit rate 0.59% among 350,000;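 active = activity change of -60% or lower, but not beyond a set lower limit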; note: % is set by controls: 0 for no effect and ±100 for the full control effect
D2 agonist = activates the human D2 dopamine receptor; AID 485358; activation, % at 2 µM; hit rate 0.53% among 340,000; P14416; HEK293 T-REx D2 cells, calcium flux agonist mode;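 active = activation over 3 SD above normal in the single-dose calcium agonist read, cut at about 30% in these data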; note: 0% is about no effect
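In this primary screen, compounds producing a positive calcium signal within 180 s of addition to tetracycline-induced, force-coupled HEK293 Trex D2 cells are flagged; cells are dye-loaded with a no-wash calcium kit beforehand.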
TRHR enhancer = TRH receptor (human) allosteric enhancement; P34981; TRHR cells, fluo-8 calcium fluorescence, EC20 TRH enhancement; enhancement, % at 2 µM; hit rate 0.66% among 360,000; AID 493056; in the data active = enhancement above about 30%; note: 0% is about no effect
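Enhancer read-out: after compound pinning and an initial kinetic agonist-mode read, an EC20 of TRH (10 nM final) was injected and fluo-8 calcium signal (Ex 480/Em 530) followed at 1 s/cycle for 100 cycles in TRHR-expressing cells.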
* hit, by the source's call; . = no result given; & = joins results of further samples. Cut-off read from the data, not from the text of the source, unless noted: active = activation above about 30%; inactive = the rest.

SMILES | D1 PAM | D2 PAM | D1 agonist | D1 antag | D2 antag | TRHR ag | RXFP1 antagonist | D2 agonist | TRHR enhancer
Cc1nnc(NC(=O)CSc2ccc3nnc(-c4ccccn4)n3n2)s1 | -2 | 16 | 3 | 5 | 4 | -0.3 | -4 | 0.8 | 1
COc1cc(CC(=O)O)ccc1O | -4 | 0 | 0 | -2 | 18 | -0.3 | . | -2.2 | -6
Cc1cccc(NC(=O)C2CCCN(S(=O)(=O)c3ccc4c(c3)oc(=O)n4C)C2)c1 (stereo not drawn) | 1&-4 | -11&13 | 0&0 | -8&6 | 1 | -0.1&-1.0 | -1&-10 | -0.6&-0.8 | -1&1
NC(=O)c1c(NC(NC(=O)c2ccco2)(C(F)(F)F)C(F)(F)F)sc2c1CCCC2 | -3 | -4 | 3 | -6 | . | 1.7 | 6 | . | -8
COc1ccccc1CN1CCCCC1C(=O)O (stereo not drawn) | 5 | -4 | 4 | -7 | 21 | 0.5 | -2 | -0.2 | 41*
COC(=O)c1sc(NC(=O)c2ccoc2C)nc1C | -1 | . | 0 | -2 | . | -0.1 | 2 | . | -1
CC(OC(=O)CCCN=C1NS(=O)(=O)c2ccccc21)C(=O)N(C)c1ccccc1 (stereo not drawn) | -3 | -6 | 6 | 4 | 15 | -0.5 | -11 | 0.7 | -1
O=C(Nc1ccccc1N1CCOCC1)C1=NN(c2c(F)c(F)cc(F)c2F)C(=O)CC1 | -1 | 16 | 1 | -7 | -5 | -0.5 | -5 | -1.5 | -1
COc1ccc2c(c1)c(C(=O)N/N=C/c1cccc(Br)c1)c(C)n2C | 0 | 5 | 20 | 2 | -9 | 0.6 | -24 | -0.3 | -4
Cc1ccc(NC(=O)CCN2C(=O)c3ccccc3C2=O)cc1C | -7 | -2 | 2 | 0 | 3 | -1.7 | 0 | 0.1 | 1
O=C(CN1C(=O)NC2(CCCC2)C1=O)NCCc1ccc(Cl)cc1Cl | 0 | 16 | -1 | -2 | 11 | -0.1 | 6 | 0.9 | 5
Cc1ccc(O)c(C(=O)c2cnc3c(c2)c(C)nn3-c2ccccc2)c1 | 1 | 3 | 5 | 10 | 7 | 0.1 | -3 | 0.2 | 3
O=C(COc1ccc(S(=O)(=O)NCc2ccccc2)cc1)N1CCOCC1 | 0 | 27 | 1 | -4 | -15 | -0.5 | 17 | -0.2 | 4
CCNc1ccc(C(=O)OCC)cc1NC(=O)c1cc(S(=O)(=O)N2CCOCC2)ccc1C | 7 | -5 | 1 | -13 | -28 | -0.6 | -3 | -0.3 | 2
CCCc1ncc(C(O)c2ccc(OC)cc2)n1C (stereo not drawn) | -3 | 7 | 2 | -10 | -1 | 1.1 | 0 | -0.3 | 0
Cc1cc(NC(=O)CSc2nc(-c3ccccc3F)nc3c2c(=O)n(C)c(=O)n3C)no1 | -2 | -9 | 0 | -5 | . | -0.4 | -6 | 1.8 | -3
COc1ccc(CN(C(=O)c2nsc(Cl)c2Cl)C(C(=O)NC2CCCCC2)c2ccc(OC)cc2)cc1 (stereo not drawn) | -4 | 19 | 1 | 5 | -5 | 2.1 | 4 | 0.5 | -7
O=C(CNc1ccccc1C(=O)O)c1ccccc1 | 1 | -11 | 0 | 2 | 2 | 0.1 | 13 | -0.4 | -2
CCn1c(SCC(=O)N2CCCCCC2)nc2c([nH]c3ccccc32)c1=O | -6 | 9 | 4 | 5 | 6 | -0.6 | -12 | -0.3 | 4
CCCCNC(=O)Nc1ncn[nH]1 | -2 | -5 | 1 | 13 | -10 | -1.5 | -2 | 0.7 | -3

Another view of part of the listing above.
Order of results – D1 PAM, D2 PAM, D1 agonist, D1 antag, D2 antag, TRHR ag, RXFP1 antagonist, D2 agonist, TRHR enhancer
> CCn1c(SCC(=O)N2CCCCCC2)nc2c([nH]c3ccccc32)c1=O
  -6, 9, 4, 5, 6, -0.6, -12, -0.3, 4
> CCCCNC(=O)Nc1ncn[nH]1
  -2, -5, 1, 13, -10, -1.5, -2, 0.7, -3

Additional structures follow.
SMILES | D1 PAM | D2 PAM | D1 agonist | D1 antag | D2 antag | TRHR ag | RXFP1 antagonist | D2 agonist | TRHR enhancer
O=C(COc1ccccc1)Nc1c2c(nn1-c1ccccc1)CS(=O)C2 (stereo not drawn) | -2 | 2 | 2 | 3 | 9 | -1.0 | -1 | -0.4 | -2
Cc1ccc(-n2c(-c3ccccc3)cc(=O)nc2C)cc1 | 0 | 5 | 1 | -15 | -23 | -0.2 | -15 | 0.2 | -4
C=C(C)C(=O)Nc1cccc(C2=NOC3(C2)C[C@H](C(N)=O)N(C(=O)c2ccccc2)C3)c1 (stereo partly drawn) | 5 | -1 | 2 | 12 | 13 | 0.2 | . | 0.5 | 2
O=C1N/C(=N\c2ccccn2)SC1Cc1ccc(Cl)cc1 (stereo not drawn) | 0 | 10 | 0 | -1 | 2 | -0.1 | 3 | 0.0 | -8
CCCSc1ncccc1C(=O)O | 0 | -2 | 1 | 11 | -16 | 0.2 | 1 | 0.0 | -7
Cc1cccnc1NC(=O)c1cc2c(=O)oc3ccccc3c2s1 | -7 | 10 | 0 | -5 | 1 | 0.0 | . | 1.5 | -1
COc1ccc(NS(=O)(=O)c2ccc3c(c2)NC(=O)CCS3)cc1Cl | 4 | -1 | 5 | -39* | 8 | -0.2 | -1 | 1.1 | 3
COc1ccc(OCCOC(=O)CNC(=O)c2ccc(C)cc2)cc1 | -5 | 5 | 4 | 0 | 26 | -0.3 | 2 | 0.3 | -8
COc1ccc(CCN(C)C(=O)Cn2c(=O)oc3ccccc32)cc1OC | 2 | . | 1 | 12 | 6 | 0.8 | 3 | -2.9 | 3
Cc1cccc(OCCOCCN2CCNCC2)c1C | -6 | -12 | 7 | 7 | 0 | 0.3 | 7 | 2.1 | 2
Cn1c(NC(=O)c2ccco2)c(-c2ccccc2Cl)c(=O)c2ccccc21 | 0 | 2 | 0 | 4 | 6 | -0.2 | -2 | -0.4 | -7
CCC(=O)Nc1nc2ccccc2n1Cc1ccc(Cl)cc1 | -2 | . | 0 | -3 | . | 0.8 | -12 | . | -5
CC1(CCBr)C(=O)N(c2ccccc2)c2ccccc21 (stereo not drawn) | -9 | -4 | 1 | 9 | -5 | -0.5 | 2 | 0.7 | -7
Nc1ccc(Nc2ccccc2N)cc1 | 2 | 4 | 0 | -1 | -11 | 0.5 | -17 | -0.9 | -1
O=S(=O)(Nc1ccc(-c2cn3cccnc3n2)cc1)c1ccccc1 | 0 | . | 2 | 7 | . | -0.1 | -5 | . | 11
CC(C)(C)CC(=O)Nc1nnc(-c2cccs2)s1 | 1 | -8 | 2 | -1 | 15 | 0.3 | -2 | 0.1 | -1
CC(=O)Nc1ccc(NC(=O)C(C)OC(=O)CNC(=O)c2sc3ccccc3c2Cl)cc1 (stereo not drawn) | 1 | 11 | -2 | 13 | -6 | -0.2 | 12 | 0.1 | 3
Cc1cc2n(c(=O)c1C#N)CCCN2c1cccc(Cl)c1 | -3 | -3 | -1 | -3 | 4 | 0.8 | -13 | 0.7 | 1
CC(=O)C1=C(O)C(=O)N(c2ccc(S(N)(=O)=O)cc2)C1c1ccccc1F (stereo not drawn) | 1 | 5 | 1 | -2 | 2 | -0.3 | -4 | 0.0 | -1
COC(=O)c1ccccc1NC(=O)C1CCN(c2ncnc3c2nc2n3CCCCC2)CC1 | -3 | 3 | 4 | -2 | 22 | 1.2 | 4 | 1.7 | -7

The last three entries of the part above open the next one.
SMILES | D1 PAM | D2 PAM | D1 agonist | D1 antag | D2 antag | TRHR ag | RXFP1 antagonist | D2 agonist | TRHR enhancer
Cc1cc2n(c(=O)c1C#N)CCCN2c1cccc(Cl)c1 | -3 | -3 | -1 | -3 | 4 | 0.8 | -13 | 0.7 | 1
CC(=O)C1=C(O)C(=O)N(c2ccc(S(N)(=O)=O)cc2)C1c1ccccc1F (stereo not drawn) | 1 | 5 | 1 | -2 | 2 | -0.3 | -4 | 0.0 | -1
COC(=O)c1ccccc1NC(=O)C1CCN(c2ncnc3c2nc2n3CCCCC2)CC1 | -3 | 3 | 4 | -2 | 22 | 1.2 | 4 | 1.7 | -7
CCOC(=O)c1cnc2ccc(C)cc2c1N(C)Cc1ccccc1 | 1 | -5 | 1 | 4 | -2 | 0.2 | -10 | 0.3 | 0
C=C(C)CCC(C)N1CCC(n2nccc2NC(=O)CCOc2ccccc2)CC1 (stereo not drawn) | -2 | -4 | 2 | -9 | -16 | 0.7 | 2 | 3.3 | -6
COc1cccc(N2CCN(c3ccc4nnc(CCC(=O)N5CCC(C)CC5)n4n3)CC2)c1 | -2 | -1 | 0 | 29 | -9 | -1.0 | 9 | 0.6 | -4
CCN1CCN(CC(=O)N2N=CCC2c2ccccc2)CC1 (stereo not drawn) | -8 | -7 | 3 | -2 | -6 | 0.2 | 16 | -0.6 | -4
CCOc1ccc(NC(=O)Cn2c(=O)oc3cc(Cl)ccc32)cc1 | -2 | -5 | 4 | 2 | -12 | -0.4 | 7 | 0.0 | -2
CCCCOc1ccc(S(=O)(=O)Nc2ccc(-c3ccc(N4CCCCC4)nn3)cc2)cc1 | 2 | 0 | 9 | -9 | . | 0.5 | -13 | 1.0 | -4
CC(=O)c1c(N2CCCCC2)nc(=S)n(Cc2ccccc2)c1C | 0 | 5 | 2 | 6 | -29 | -1.1 | -4 | -0.8 | -2
C=C(C(=O)O)C(CCCCCC)C(=O)O (stereo not drawn) | 0 | -4 | 3 | 6 | -10 | -0.6 | . | 0.0 | 2
COCCNC(=S)N(Cc1cccnc1)Cc1ccc(OC)c(OC)c1 | 0 | 7 | 0 | 4 | -3 | -0.6 | 10 | -0.7 | -4
Cc1cc(C2C(C#N)=C(N)SC(N)=C2C#N)c(C)s1 | -4 | 11 | 15 | -6 | 16 | 3.3 | -9 | 1.4 | -2
Cc1ccc(NC(=O)CN2C(=O)S/C(=C/c3ccc(O)c([N+](=O)[O-])c3)C2=O)cc1C | -3 | -3 | 1 | -6 | -12 | -2.3 | -63* | -0.4 | 0
Cc1cccc(-c2cccc(NC(=O)C3CCCN(C(=O)c4cccnc4)C3)c2)c1 (stereo not drawn) | -3 | -8 | 3 | -3 | -25 | -0.8 | 7 | -0.6 | 0
Cc1nc2ccccc2c(=O)n1/N=C/c1ccc(OC(F)F)cc1 | -3 | . | 0 | 1 | . | -0.6 | 5 | . | 12
CC1CCC(C(C)C)C(OCC(O)CNC(C)(C)C)C1 (stereo not drawn) | 5 | -8 | 5 | 21 | 1 | -0.3 | -1 | 0.0 | -2
COc1cc(C(=O)NCC(c2cccnc2)N2CCc3ccccc3C2)cc(OC)c1OC (stereo not drawn) | 1 | 2 | 1 | 2 | . | -0.3 | -21 | 1.8 | -3
COC(=O)c1ccc(CSc2nnc(SCc3ccc(C(=O)OC)o3)s2)o1 | -8 | -5 | 1 | 3 | -4 | -0.1 | -29 | -0.8 | 4
CN1CCN(NC(=O)c2cc(S(=O)(=O)N3CCOCC3)c(Cl)cc2Cl)CC1 | -1 | 3 | 3 | -9 | . | -0.2 | -1 | . | -5
CCC1=C(OC(=O)N(CC)CC)N2C(=O)OC(=NCC3CC3)[C@]2(Cc2ccccc2)[C@H]2C1=CC[C@H]1C(=O)N(C)C(=O)[C@H]12 | -5 | 10 | 3 | -9 | -2 | 0.0 | . | -0.1 | -13

From PubChem

Rows are unselected; about 7.3% have a hit in one of these screens.
